Screening data from PubChem BioAssay.
Pol eta inh: DNA polymerase eta (human) inhibition. Q9Y253. recombinant Pol eta, fluorescent DNA replication assay. Potency, µM (top dose mostly 114 µM), for inactives: at the highest dose activity change, negative = inhibition, hits mostly inhibitors. 390,000 compounds, 1.2% hits. AID 588591; further: potency means the concentration at half of the fitted maximal effect; on the % scale 0 is the no-effect control and ±100 the full control effect
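Pol eta at 10 nM preincubated with compounds 15 min at room temperature; reaction started with fluorescent substrate (50 nM final) and read kinetically at 0 and 10 min.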
Glioma ERSR ind: ER stress response induction in glioma; Potency, µM, without a hit: top-dose activation, hits mostly activators; U87-MG GRP78 promoter luciferase reporter, 16 h; 420,000 compounds, 0.02% hits; AID 602332; further: potency means the concentration at half of the fitted maximal effect; series mostly up to about 76 µM; % of control where 0% means no effect; nearly all actives have a fitted effect of over 35% in size
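Stably transfected U87-MG human glioma cells carrying a GRP78-based luminescent sensor were seeded at 1000 cells/well, pin-dosed with compounds and incubated 16 h. Luciferase reagent was then added, and end-point luminescence was read after 10 min at room temperature.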
Pol kappa inh: DNA polymerase kappa (human) inhibition; purified Pol kappa, fluorescent DNA synthesis assay, 10 min; Potency, µM (doses to about 107 µM), without a hit: at the top dose activity, negative = inhibition, usual class: inhibitors; 400,000 compounds, 0.53% hits; AID 588579; further: potency means the concentration at half of the fitted maximal effect; on the % scale 0 is the no-effect control and ±100 the full control effect
Target sequence (Q9UBT6 whole entry, looked up): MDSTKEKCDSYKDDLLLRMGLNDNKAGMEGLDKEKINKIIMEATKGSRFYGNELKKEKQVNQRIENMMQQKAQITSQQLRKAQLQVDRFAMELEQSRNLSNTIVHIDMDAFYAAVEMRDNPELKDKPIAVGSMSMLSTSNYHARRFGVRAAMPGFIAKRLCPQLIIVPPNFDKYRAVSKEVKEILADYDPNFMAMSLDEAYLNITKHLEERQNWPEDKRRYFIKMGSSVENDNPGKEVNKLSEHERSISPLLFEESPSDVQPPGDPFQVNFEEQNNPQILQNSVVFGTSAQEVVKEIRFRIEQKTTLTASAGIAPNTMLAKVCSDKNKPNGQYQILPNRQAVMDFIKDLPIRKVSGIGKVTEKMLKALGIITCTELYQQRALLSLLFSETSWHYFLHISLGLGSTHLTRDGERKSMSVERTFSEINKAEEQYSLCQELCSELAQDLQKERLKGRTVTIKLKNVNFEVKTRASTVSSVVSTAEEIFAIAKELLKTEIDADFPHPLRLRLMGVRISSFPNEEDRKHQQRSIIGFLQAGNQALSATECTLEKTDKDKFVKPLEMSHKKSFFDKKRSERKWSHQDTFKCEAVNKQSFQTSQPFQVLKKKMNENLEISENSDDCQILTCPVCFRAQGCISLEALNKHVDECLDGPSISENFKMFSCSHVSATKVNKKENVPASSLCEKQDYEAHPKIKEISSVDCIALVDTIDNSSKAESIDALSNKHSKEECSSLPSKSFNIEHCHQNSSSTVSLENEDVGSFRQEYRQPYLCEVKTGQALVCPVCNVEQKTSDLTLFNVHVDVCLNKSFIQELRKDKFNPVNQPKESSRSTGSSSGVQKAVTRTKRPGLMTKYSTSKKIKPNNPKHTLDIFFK
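Inhibition of 10 nM Pol kappa is measured by a fluorescent read-out at 0 and 10 min following addition of 50 nM substrate (final), with a 15-min room-temperature compound preincubation.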
BLM inh: inhibitors of human Bloom syndrome helicase BLM; Potency, µM (series often up to 56.1 µM), for the others: at the highest dose activity change, negative = inhibition, actives largely listed as inhibitors; AID 2528; 350,000 compounds, 0.2% hits; recombinant BLM DNA unwinding, fluorescence dequenching; P54132;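 further: potency means the concentration at half of the fitted maximal effect; plate controls were vehicle for no effect and no enzyme for full effect; nearly all actives have a fitted effect of over 35% in size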
APE1 inh: APE1 (human) endonuclease inhibition; Potency, µM (top dose mostly 65.8 µM), without a hit: top-dose activity change, negative = inhibition, hits mostly inhibitors; 350,000 compounds, 0.35% hits; P27695; recombinant APE1, TAMRA/BHQ-2 abasic DNA cleavage fluorescence;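 further: potency means the concentration at half of the fitted maximal effect; plate controls were vehicle for no effect and reference inhibitor for full effect; nearly all actives have a fitted effect of over 55% in size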
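Activity was derived from the fluorescence gain between first and third kinetic reads (60 s intervals, ex 525/em 598 nm) after 50 nM THF-abasic TAMRA/BHQ-2 duplex was added to 0.75 nM APE1 preincubated 15 min with compound.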
Pol beta inh: inhibitors of human DNA polymerase beta; P06746; Pol beta primer extension/strand displacement, fluorescence kinetic; Potency, µM (titrated, usually from 114 µM), inactives show top-dose activity change, negative = inhibition, actives largely listed as inhibitors; 340,000 compounds, 1.3% hits; further: potency means the concentration at half of the fitted maximal effect; on the % scale 0 is the no-effect control and ±100 the full control effect
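Human Pol beta at 10 nM; strand-displacement substrate 50 nM final. Compound exposure 15 min at room temperature before start, reaction 10 min at room temperature.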
Pol iota inh: blocks human DNA polymerase iota activity. Potency, µM (doses to about 115 µM), for the others: top-dose activity, negative = inhibition, actives largely listed as inhibitors. Pol iota fluorescent replication assay, 10 min. 390,000 compounds, 1% hits; further: potency means the concentration at half of the fitted maximal effect
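Pol iota at 10 nM preincubated 15 min with compounds at room temperature; reaction started with fluorescent substrate, 50 nM final. Fluorescence read kinetically at 0 and 10 min; buffer-only wells as negative control.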
Anesthetic bind: candidate novel general anesthetic via apoferritin binding; apoferritin/1-aminoanthracene competitive binding, fluorescence; Potency, µM (highest dose often 77.5 µM), inactives show at the highest dose activity change, negative = displacement, usual class: inhibitors; 350,000 compounds, 0.074% hits; AID 485281; further: potency means the concentration at half of the fitted maximal effect; on the % scale 0 is the no-effect control and ±100 the full control effect; nearly all actives have a fitted effect of over 20% in size
Target sequence (P02791 2-175 limits assumed): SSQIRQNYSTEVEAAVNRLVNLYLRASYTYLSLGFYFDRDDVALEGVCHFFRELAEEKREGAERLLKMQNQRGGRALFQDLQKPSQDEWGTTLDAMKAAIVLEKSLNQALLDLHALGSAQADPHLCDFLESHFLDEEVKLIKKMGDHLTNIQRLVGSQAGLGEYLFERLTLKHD
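Concentration-response curves derived by four-parameter Hill fitting of normalized fluorescence, where compounds displaced 1-AMA from 10 uM horse apoferritin following a brief 10 min room-temperature incubation; propofol titration acted as positive control.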
LDHA block: blocks human lactate dehydrogenase A | P00338 | activity change, % (values are at about 110 or 230 µM) | 480,000 compounds, 0.15% hits | purified LDHA, NADH/diaphorase-resazurin fluorescence; stronger effect = lower value; in the data active means activity change below about -30%; inconclusive means mostly about -25% to -30%;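 further: plate controls were DMSO wells for no effect and wells without enzyme for full effect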
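Remaining NADH was detected by diaphorase (0.133 mg/mL) converting 37 µM resazurin to fluorescent resorufin, read at 0 and 20 minutes. The preceding 5-minute room-temperature reaction used 2 nM LDHA, 0.2 mM sodium pyruvate and 0.06 mM NADH at pH 7.4.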
* hit, by the source's call; ? = inconclusive; / = no result given; & = joins results of further samples; [ ] = remark or other dose. Unless noted, the call rests on the fitted dose curve; in most records, active means well fitted curve in the direction sought with a large enough effect; inconclusive means small, poorly fitted or top-dose-only effect, or another doubt; inactive means no such curve, though single readings can be large; an effect the other way counts as inactive or inconclusive. The list is partial (hit frequency here may not be typical).

SMILES	Pol eta inh	Glioma ERSR ind	Pol kappa inh	BLM inh	APE1 inh	Pol beta inh	Pol iota inh	Anesthetic bind	LDHA block
Cc1ccc(C(=O)C(OC(=O)c2cnccn2)c2ccccc2)cc1C (centres undefined)	-6%	-4%	-13%	-4%	-1%	-7%	10%	-20%	-7
O=C(CCC(=O)Nc1nnc(C2CCCCC2)s1)NCC1CCCO1 (centres undefined)	10%	-3%	-2%	-3%	-6%	-4%	25%	-11%	-12
CC(C)(C)OC(=O)C[C@@H]1C/C=C\C[C@@H](CC(=O)N(CCO)Cc2ccccc2)C(=O)NC[C@H](c2ccccc2)OC1=O	-12%	-5%	-10%	/	?	/	5%	/	-4
COc1ccc(-n2cc(C(=O)c3cc4ccccc4oc3=O)c(C(C)=O)n2)cc1	-15%	-2%	1%	-5%	-4%	-17%	2%	-17%	11
O=S(=O)(/N=C(/c1ccccc1)N1CCOCC1)c1ccc(F)cc1	6%	-4%	-6%	-7%	3%	2%	3%	7%	-6
O=C(Nc1ccc(N2CCOCC2)c(Cl)c1)c1ccc(-n2cnnc2)cc1Cl	-13%	-2%	-5%	-4%	23%	11%	-1%	0%	6
c1ccc(-c2csc(NNC3=NCCCCC3)n2)cc1	-18%	-6%	-2%	0%	-1%	12%	-6%	-13%	-2
COc1cccc(C(=O)c2cn(CC(=O)Nc3cc(Cl)c(OC)cc3OC)c3nc(C)ccc3c2=O)c1	-3%	-6%	-5%	-3%	/	-1%	8%	4%	1
CCC(=O)N1CCc2cc(CNS(=O)(=O)c3ccc(CC(C)C)cc3)ccc21	-13%	-3%	-9%[60.1 µM]	-1%	/	7%	24%	?	-1
Cc1cccc(OCC(=O)NCc2ccc3c(c2)CCN3C(=O)c2ccccc2)c1	-17%	-2%	-7%[60.1 µM]	-2%	/	22%	-3%	-8%	-15
O=C(CSc1ccc2c(c1)OCCO2)Nc1ccc2c(c1)OCO2	5%	2%	-5%	-7%	-1%	9%	?	?	1
Cc1c(Cl)cccc1NC(=O)CSc1nc(=O)n(CCCN2CCOCC2)c2c1CCC2	-4%	-3%	-5%	/	-11%	/	0%	/	-10
COc1ccc(NC(=O)CSc2nnc(NC(=O)Nc3ccc(OC)cc3)s2)cc1	-10%	4%	-6%[60.1 µM]	-1%	/	4%	-13%	-2%	-3
Cc1ccc(S(=O)(=O)NNC(=S)Nc2c(Cl)cccc2Cl)cc1	-23%	-3%	-6%	0%	-4%	0%	49%[activator]	-6%	-2
CC1=C/C(=C(/c2ccc(O)c(C)c2)c2ccccc2S(=O)(=O)O)C=CC1=O	-17%	-5%	-20%	/	29%	/	?	/	-3
Cc1ccccc1NS(=O)(=O)c1cccc2nsnc12	-2%	-6%	-5%	-3%	-1%	-3%	151%[activator]	-4%	-3
COc1ccc(Cl)cc1C(=O)NNC(=O)c1cccc(S(=O)(=O)N(C)C)c1	-1%	-4%	-8%	-2%	-1%	4%	166%[activator]	-5%	-1
Cc1ccc(C2=NN(CC(=O)NCc3cccnc3)C(=O)CC2)cc1	/	/	/	-3%	1%	41%	/	?	/
CN1CCc2nc3sc(C(=O)c4ccc(F)cc4)c(N)c3cc2C1	-19%	4%	2%	-3%	/	13%	25%	-8%	5&3
Cn1c(=O)c2c(nc(NCCOc3ccc(C(C)(C)C)cc3)n2C)n(C)c1=O	?	-1%	-3%	2%	-6%	33%	54%[activator]	-6%	-3
CCOC(=O)C1CN(S(=O)(=O)c2cccc(C(F)(F)F)c2)c2cc(CC(=O)OC)ccc2O1 (centres undefined)	-13%	-3%	-7%	-11%	5%	-20%	-3%	-11%	5
CCc1cc(C(=O)c2ccc(OC)cc2)c(NC(=O)CC(C)(C)CC(=O)O)s1	-5%	1%	1%	-1%	-2%	-3%	21%	3%	1
COc1ccc(C(CNC(=O)C(=O)NC2CCCCC2)N2CCN(C)CC2)cc1 (centres undefined)	-6%	-2%	-15%	/	3%	/	-6%	/	-3
Cc1ccc2c(c1)N(CC(=O)NCCCN1CCOCC1)C(=O)C(C(C)C)O2 (centres undefined)	-10%	-5%	-4%	/	19%	/	9%	/	6
O=C(NCCc1cccc(Cl)c1)c1cccnc1	4%	6%	-7%	0%	20%	4%	-12%	-6%	-6

Arranged by value in Pol kappa inh (low to high): 3 of the compounds above
compound | Pol kappa inh
Cc1ccc(C(=O)C(OC(=O)c2cnccn2)c2ccccc2)cc1C (centres undefined) | -13%
COc1ccc(Cl)cc1C(=O)NNC(=O)c1cccc(S(=O)(=O)N(C)C)c1 | -8%
Cc1c(Cl)cccc1NC(=O)CSc1nc(=O)n(CCCN2CCOCC2)c2c1CCC2 | -5%

Later entries:
SMILES	Pol eta inh	Glioma ERSR ind	Pol kappa inh	BLM inh	APE1 inh	Pol beta inh	Pol iota inh	Anesthetic bind	LDHA block
CC(=O)Nc1cccc(C(=O)OCC(=O)NCc2cc(C)c(O)c(C)c2)c1	-19%	6%	-4%	/	11%	/	28%	/	1
CCOC(=O)c1[nH]c(C)c(C(=O)NC2CCCCC2)c1C	-22%	0%	-16%	-4%	-1%	-1%	25%	-9%	-4
CCOc1nc(NCCO)nc(NCCC2=CCCCC2)n1	-12%	-3%	-5%	2%	33%[activator]	-6%	?	-6%	-6
O=C(CSc1nnc(COc2ccccc2)o1)NC1CC2CCC1C2 (centres undefined)	-12%	-2%	-3%	1%	5%	29%	34%[activator]	-22%	0
COc1ccc(NC(=O)Cn2nc3n(c2=S)CCC3)cc1	-13%	1%	4%	2%	-1%	-2%	-8%	-5%	-5
Cn1c(SCC(=O)Nc2ccc(Br)cc2)nc(O)cc1=O	-3%	?	-9%	-5%	1%	7%	17%	-14%	4&-1
CCc1nnc(NC(=O)c2nc(S(C)(=O)=O)ncc2Cl)s1	-6%	-10%	-13%	3%	/	0%	-26%	-3%	6
CC(C)c1ccc(NC2CCCN(C(=O)CCN3CCCCC3=O)C2)cc1 (centres undefined)	-7%	-4%	-12%	-2%	-3%	39%	5%	-5%	5
Cc1ccc(S(=O)(=O)N2CCOCC2)cc1NC(=O)COc1ccc(C(=O)c2ccccc2)cc1	-18%	-5%	-16%	/	-11%	/	17%	/	-8
Cc1ccc(C2c3[nH]c4ccccc4c3C[C@H]3C(=O)N(c4ccccc4C(=O)N4CCC(C(=O)O)CC4)C(=O)N23)cc1 (some centres undefined)	-25%	-2%	0%	-1%	10%	24%	25%	-3%	3
Cc1ccc2oc(-c3cc(NC(=O)CC(C)C)ccc3Cl)nc2c1	-8%	-3%	?	-4%	/	1%	?	41%[activator]	-6&-5
Cc1cc(C)n2nc(CC(=O)NNC(=O)c3ccc(N(C)C)cc3)nc2n1	17%	1%	-24%	0%	-9%	6%	23%	-6%	2
Cc1ccc(SCCNC(=O)c2cccc([N+](=O)[O-])c2C)cc1	-14%	-2%	-23%	-9%	-5%	4%	4%	-22%	5
COc1cccc(-n2c(CN3CCN(c4ccccc4)CC3)nc3ccc([N+](=O)[O-])cc3c2=O)c1	-3%	-4%	-15%	-5%	8%	0%	4%	-5%	5
COc1ccc(-c2nc(C)c(CCNC(=O)c3cccs3)s2)cc1OC	-5%	1%	-1%[60.1 µM]	-2%	/	15%	2%	-6%	-2
COc1ccc(C(=O)c2oc3ccccc3c2NC(=O)COc2cccc(C)c2)cc1	-8%	-4%	-7%[60.1 µM]	1%	/	33%[activator]	5%	-6%	4
CC(C)c1cc(N2CCN(C(=O)c3ccco3)CC2)n2c(nc3ccccc32)c1C#N	-11%	-2%	-12%	-5%	-2%	1%	?	97%[activator]	-3
Cn1c(COc2ccccc2O)[n+](C)c2ccccc21	-2%	2%	-7%	1%	37%[activator]	33%	?	4%	6
Cc1cccc(NC(=O)c2ccccc2OCC(=O)N2CCOCC2)c1C	-14%	-1%	-17%	-2%	-4%	-23%	42%[activator]	-3%	0
COc1ccc(N2CCN(C(=O)CCCN3C(=O)c4cccc5cccc(c45)C3=O)CC2)cc1	10%	-4%	-11%	-10%	0%	3%	-4%	-20%	-3
COc1ccc(/C=C/C(=O)c2ccc(O)cc2O)cc1	/	10%	-9%[60.1 µM]	6%	23%	/	/	-10%	/
O=C(Nc1ccccc1C(F)(F)F)N1CCN(c2ccc3nncn3n2)CC1	-2%	-4%	0%	0%	1%	15%	13%	-9%	1
Cc1ccc(C(=O)Nc2ccncc2)o1	3%	-1%	-1%	-1%	-3%	-1%	9%	5%	-6
Cc1ccc(C)c(NC(=O)c2cc(C)nc3ccccc23)c1	-22%	-3%	0%	-10%	46%[activator]	11%	30%[activator]	-15%	-1
CC(C)(C)C(=O)c1no[n+]([O-])c1/C(=N/O)C(C)(C)C	-9%	-5%	-16%	-18%	-3%	-16%	2%	?	-1
Remaining list, next part
SMILES	Pol eta inh	Glioma ERSR ind	Pol kappa inh	BLM inh	APE1 inh	Pol beta inh	Pol iota inh	Anesthetic bind	LDHA block
COc1cccc(NC(=O)COC(=O)Cn2c(C)csc2=O)c1	-20%	-1%	-2%	/	3%	/	42%[activator]	/	-6
CCCC(=O)Nc1ccc(NC(=O)c2ccccc2F)cn1	-4%	4%	3%	-6%	20%	44%	0%	-8%	-4
CC1=C(C(=O)Nc2cccnc2)C(c2ccccc2)n2nc(-c3ccc(O)cc3)nc2N1 (centres undefined)	-15%	-2%	-17%	-1%	/	8%	?	1%	-4
COc1ccccc1CNC(=O)CN1C(=O)CSc2ccc(S(=O)(=O)N3CCCC3)cc21	-5%&4%	-1%&-4%	1%&-8%	-1%&-1%	-4%	2%&0%	-8%&17%	-15%&-10%	-5&-3
Cc1ccc(C)c(NC(=O)c2nnn(Cc3ccccc3C)c2N)c1	-4%	-3%	-7%	-12%	?	18%	-1%	?	-5
COc1ccc(CCNC(=S)N2CCN(S(=O)(=O)c3cccc(F)c3)CC2)cc1	-9%	-2%	-7%	/	-4%	/	25%	/	-3
CC(C)(C)NC(=O)CN(C(=O)CS(=O)CC(=O)Nc1ccc(F)cc1)c1ccc(F)c(Cl)c1 (centres undefined)	-19%	-4%	0%	-5%	12%	10%	25%	-18%	-1
